KB-V1 cytotox – KB-V1 MDR subline cytotoxicity | Potency, µM (series often up to 46.1 µM), inactives show top-dose activity change, negative = cytotoxicity, most hits filed as cytotoxic | KB-V1 MDR cells viability, CellTiter-Glo, 72 h | AID 1347076 | hit rate 3.4% among 400,000; further: potency means the concentration at half of the fitted maximal effect; on the % scale 0 is the no-effect control and ±100 the full control effect; nearly all actives have a fitted effect of over 60% in size
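Readout: CellTiter-Glo luminescence, 10 min after addition. Cells: KB-V1 MDR subline, 72 h at 37 degrees C with compound. Analysis: corrected, normalized data fitted to concentration-effect curves.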
D3 ag – activates the human D3 dopamine receptor. hit rate 0.58% among 410,000. D3R DiscoveRx beta-arrestin cells, luminescence, 90 min. max activation, %. P35462; in the data active means max activation above about 30%; further: 0% is about no effect; mostly tested at two doses, the higher about 12 µM
Target sequence (P35462 whole entry, looked up): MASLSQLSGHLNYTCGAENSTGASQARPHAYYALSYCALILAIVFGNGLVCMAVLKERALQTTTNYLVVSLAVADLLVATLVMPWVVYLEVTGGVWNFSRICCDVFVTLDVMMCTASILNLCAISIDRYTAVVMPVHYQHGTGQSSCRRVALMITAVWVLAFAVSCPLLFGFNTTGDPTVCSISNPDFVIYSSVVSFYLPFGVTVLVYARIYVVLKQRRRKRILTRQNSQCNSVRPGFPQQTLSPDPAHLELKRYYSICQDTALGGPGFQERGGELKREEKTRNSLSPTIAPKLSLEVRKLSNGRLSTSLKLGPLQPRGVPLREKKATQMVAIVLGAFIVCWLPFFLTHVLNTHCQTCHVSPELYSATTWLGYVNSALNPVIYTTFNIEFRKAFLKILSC
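Cells at 1500/well, incubated overnight, then treated with pinned compounds (dopamine as control) for 90 min at 37 degrees C. DiscoveRx reagent added for 30 - 60 minutes at room temperature; luminescence read.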
GLP1R cytotox – cytotoxic in the GLP-1 receptor inverse agonist counter-screen; AID 624418; Potency, µM (top dose mostly 38.3 µM), for inactives: at the highest dose activity change, negative = inhibition, usual class: inhibitors; hit rate 0.13% among 410,000; HEK293 cAMP-luciferase reporter cells, luminescence, 24 h;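 further: loss of luciferase light is scored as toxicity; potency means the concentration at half of the fitted maximal effect; on the % scale 0 is the no-effect control and ±100 the full control effect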
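Quantitative HTS format, 1536 wells, 200 cells/uL seeded. Compounds: 23 nL, 24 h, 37 °C. Detection: luciferase reagent, luminescence at 12 min RT; decreased signal taken as cytotoxic.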
SW480 rereplic – inducers of DNA re-replication in SW480 colon cancer cells; hit rate 1.8% among 340,000; SW480 DNA re-replication, Hoechst DNA content imaging, 48 h; AID 624297; Potency, µM (series often up to 46.1 µM), for inactives: at the highest dose re-replication activation, hits mostly activators; further: potency means the concentration at half of the fitted maximal effect; % of control where 0% means no effect; nearly all actives have a fitted effect of over 55% in size
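Treated cells incubate 48 hr (37 C, 5% CO2), are stained 40 min with Hoechst, and nuclear fluorescence is enumerated; a rise in nuclei with high DNA signal marks re-replication.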
HT1080 IDH1KD tx – HT-1080 IDH1 knockdown cell toxicity (counter line); HT-1080 IDH1 knockdown viability, ATP luminescence, 48 h; Potency, µM (top dose mostly 46.1 µM), for the others: at the highest dose activity, negative = toxicity, actives largely listed as cytotoxic; hit rate 2% among 360,000;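 further: potency means the concentration at half of the fitted maximal effect; 0% = DMSO wells and -100% = cell-free medium wells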
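HT-1080-IDH1KD cells (IDH1 knocked down), 750/well in RPMI with 5% FBS, treated with compound 48 h at 37 degrees C. Viability by CellTiter-Glo luminescence, normalised to DMSO and no-cell wells; concentration-response curves classed.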
KB-3-1 cytotox – kills parental KB-3-1 adenocarcinoma cells | KB-3-1 viability, CellTiter-Glo ATP luminescence, 72 h | Potency, µM (doses to about 46.1 µM), inactives show at the top dose activity change, negative = cytotoxic, most hits filed as cytotoxic | hit rate 1.4% among 400,000 | AID 1347075; further: potency means the concentration at half of the fitted maximal effect; on the % scale 0 is the no-effect control and ±100 the full control effect; nearly all actives have a fitted effect of over 60% in size
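72 h, 37 °C compound treatment of KB-3-1 parental cells; CellTiter-Glo added, 10 min, luminescence read. Data corrected against DMSO-only plates and normalized before curve fitting.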
MCF10A rerep – inducers of DNA re-replication in MCF 10A breast cells | MCF 10A DNA re-replication, Hoechst nuclear intensity, 48 h | hit rate 2.9% among 350,000 | AID 624296 | Potency, µM (highest dose often 46.1 µM), for inactives: at the highest dose activity, positive = re-replication, actives largely listed as activators; further: potency means the concentration at half of the fitted maximal effect; % of control where 0% means no effect; nearly all actives have a fitted effect of over 50% in size
IL-1B inflam inh – blocks inflammasome-driven IL-1 beta release. THP-1 LPS/ATP IL-1B secretion, AlphaLISA, 16 h; hits give low values. activity change, % at 57.5 µM. hit rate 4.7% among 360,000; in the data active means activity change below about -50%; inconclusive means mostly about -30% to -49%; further: on the % scale 0 is the no-effect control and ±100 the full control effect
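Secreted IL-1B measured by AlphaLISA bead assay after 16 h compound exposure of THP-1 cells; compounds (final up to 57.5 uM) added 1 h before LPS (250 ng/mL) and ATP (1.25 mM) stimulation; lower signal means less secretion.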
HT1080NT lethal – kills 2HG-producing HT-1080-NT fibrosarcoma cells; hit rate 1.6% among 360,000; Potency, µM (doses to about 46.1 µM), inactives show at the top dose activity, negative = less viability, hits mostly cytotoxic; AID 686970; HT-1080-NT fibrosarcoma viability, CellTiter-Glo ATP luminescence, 48 h;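 further: NT is the 2HG producing partner of a matched IDH1 knockdown line; potency means the concentration at half of the fitted maximal effect; 0% = DMSO-treated cells and -100% = media-only wells without cells; nearly all actives have a fitted effect of over 55% in size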
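Compounds were tested in concentration-response format on HT-1080-NT cells for 48 hours at 37 degrees C. Cell viability came from CellTiter-Glo luminescence; curves were classified by r2, response magnitude and activity.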
* marks the source's active call; other numbers are inactive results; ? = inconclusive; . = no result given; [ ] = remark or other dose. Unless noted, the call rests on the fitted dose curve; in most records, active means well fitted curve in the direction sought with a large enough effect; inconclusive means small, poorly fitted or top-dose-only effect, or another doubt; inactive means no such curve, though single readings can be large; an effect the other way counts as inactive or inconclusive.

[1] COc1ccccc1-c1nnc(N)s1
[2] COCCNC(=O)C1CC(c2ccccc2[N+](=O)[O-])=NO1 (stereo not given)
[3] Cc1noc(C)c1C(=O)NC(C)c1ccc2c(c1)OCO2 (stereo not given)
[4] Cc1ccc(-n2c(-c3cccnc3)n[nH]c2=S)c(C)c1
[5] CCN(c1cccc(C)c1)S(=O)(=O)c1cc2c3c(c1)CCN3C(=O)CC2
[6] CC(=O)N1N=C(c2ccccc2)CC1c1cccs1 (stereo not given)
[7] CCCc1cc(=O)oc2c3c(cc(OCC(=O)N[C@@H](CSC)C(=O)O)c12)OC(C)(C)CC3
[8] COCc1nnc(NC(=O)CSc2ccccc2)s1
[9] C=C(C)CSc1nc2c(c(=O)[nH]c(=O)n2C)n1CCC(C)C
[10] Cc1ccc(S(=O)(=O)N(C)C[C@H]2Oc3cc(Br)ccc3S(=O)(=O)N([C@H](C)CO)C[C@@H]2C)cc1

Compound	1	2	3	4	5	6	7	8	9	10
KB-V1 cytotox	-6%	-5%	?	0%	?	0%	12%	-8%	-3%	?
D3 ag	13	-11	18	0	-9	-3	-17	0	4	6
GLP1R cytotox	-8%	1%	-1%	6%	4%	19%	5%	2%	7%	-1%
SW480 rereplic	1%	?	-8%	-14%	2%	8%	-2%	-10%	-6%	.
HT1080 IDH1KD tx	2%	15%	8%	-3%	-14%	4%	14%	8%	-4%	0%
KB-3-1 cytotox	-3%	-1%	5%	-2%	14%	-14%	16%	-6%	-18%	23%
MCF10A rerep	-1%	1%	-6%	3%	9%	5%	0%	-1%	21%	.
IL-1B inflam inh	-10	4	6	-1	19	36	3	-9	50	0
HT1080NT lethal	0%	3%	6%	2%	-2%	1%	18%	4%	0%	7%

[11] O=C(Nn1cnnc1)c1ccccc1F
[12] CC(=O)Nc1sc2c(c1-c1nc3ccccc3s1)CN(C(C)C)CC2
[13] O=C(Nc1cccc(S(=O)(=O)N2CCOCC2)c1)c1cc(S(=O)(=O)N2CCOCC2)c(Cl)cc1Cl
[14] O=C(Nn1cnnc1)c1ccc(F)c(S(=O)(=O)N2CCCCC2)c1
[15] Cc1ccc(-c2nnc(Nc3ccc(O)cc3)c3ccccc23)cc1S(=O)(=O)N1CCN(C)CC1
[16] COC(=O)[C@H](CCSC)NC(=O)NCCc1ccccc1F
[17] O=C(C1CCC(=O)N1Cc1cccnc1)N1CCN(c2ccc(F)cc2)CC1 (stereo not given)
[18] Nc1nnc(SCC(=O)Nc2ccc(Cl)cc2)s1
[19] COc1cc(Br)c(Br)c(Br)c1N
[20] COc1ccc(-[n+]2c(C)cc(/C=C3\Sc4ccccc4N3C)cc2C)cc1

Compound	11	12	13	14	15	16	17	18	19	20
KB-V1 cytotox	?	?	17%	?	7%	8%	0%	?	5%	?
D3 ag	-3	.	-11	2	-6	20	2	-8	-8	-8
GLP1R cytotox	18%	.	-14%	1%	-8%	-23%	-7%	0%	2%	-24%
SW480 rereplic	-5%	2.6µM*	-36%	2%	.	-1%	-22%	.	4%	18µM*
HT1080 IDH1KD tx	3%	.	-6%	18%	.	-8%	6%	.	-3%	2.3µM*
KB-3-1 cytotox	3%	?	?	1%	-17%	4%	6%	0%	2%	?
MCF10A rerep	2%	?	25%	3%	.	-5%	13%	.	?	?
IL-1B inflam inh	12	.	-1	10	.	10	-1	.	-13	-94*
HT1080NT lethal	8%	.	-20%	15%	.	-5%[9.24 µM]	5%	.	-8%	4.1µM*

[21] COC(=O)c1c(C)nc2nonc2c1N
[22] COC(=O)c1ccccc1N(C)S(=O)(=O)c1cc2c3c(c1)CC(=O)N3CCC2
[23] CCN(CC(=O)Nc1ccc(OC)cc1)C(=O)Cc1coc2cc(C)c(C)cc12
[24] CCOC(=O)[C@]12CCCC=C1N(Cc1ccco1)C(=O)[C@H](CC(=O)N1CCSCC1)C2
[25] O=C(C1=C(O)C(=O)N(Cc2cccnc2)C1c1cccc(Oc2ccccc2)c1)c1ccco1 (stereo not given)
[26] Cc1[nH]c(C)c(S(=O)(=O)NCCc2ccccc2)c1C(=O)N1CCCCC1
[27] Cc1ccc(OCCNC(=O)c2ccccc2OCc2c(C)noc2C)cc1
[28] COC(=O)c1ccc(Oc2cc(C)nc(NCc3ccccc3)n2)cc1
[29] CCC(CC)c1nnc(NC(=O)CCc2ccccc2OC)s1
[30] CCCCC1N2CC3([N+](=O)[O-])CN1CC([N+](=O)[O-])(C2)C3(C)C (stereo not given)

Compound	21	22	23	24	25	26	27	28	29	30
KB-V1 cytotox	20%	6%	16µM*	?	7%	13%	-17%	0%	-8%	-6%
D3 ag	-2	8	-14	1	1	6	0	3	-1	-2
GLP1R cytotox	91%[activator]	0%	-29%	6%	-16%	-8%	-18%	2%	-3%	70%[activator]
SW480 rereplic	13%	.	-1%	.	-4%	-2%	-1%	5%	-2%	11%
HT1080 IDH1KD tx	15%	.	-7%	12%	?	4%	2%	-4%	13%	-3%
KB-3-1 cytotox	2%	-7%	7%	14%	-16%	10%	-9%	-2%	17%	6%
MCF10A rerep	1%	.	-1%	.	0%	0%	18%	?	9%	-6%
IL-1B inflam inh	17	.	-9	2	17	-15	0	11	-8	10
HT1080NT lethal	19%	.	-1%	18%	?	1%	-17%	2%	17%	-2%

A few values from the list.
IL-1B inflam inh, O=C(C1=C(O)C(=O)N(Cc2cccnc2)C1c1cccc(Oc2ccccc2)c1)c1ccco1 (stereo not given) is entered as 17
SW480 rereplic, CCN(CC(=O)Nc1ccc(OC)cc1)C(=O)Cc1coc2cc(C)c(C)cc12 is entered as -1%
GLP1R cytotox, COC(=O)c1c(C)nc2nonc2c1N is entered as 91%[activator]
SW480 rereplic, Cc1[nH]c(C)c(S(=O)(=O)NCCc2ccccc2)c1C(=O)N1CCCCC1 is entered as -2%
HT1080NT lethal, CCC(CC)c1nnc(NC(=O)CCc2ccccc2OC)s1 is entered as 17%

More records.
[31] NC(=O)COC(=O)/C=C/c1ccc2ccccc2n1
[32] CCOC(=O)c1ccc(NC(=O)N2CCCCC2)cc1
[33] CCCNC(=O)C1(C)CCCN(C(=O)c2ccccc2OC(F)(F)F)C1 (stereo not given)
[34] CC(=O)Nc1cccc(Oc2ncccc2[N+](=O)[O-])c1
[35] Cc1cc2nc(C3CCCCC3)c(Cc3ccccc3C(F)(F)F)n2c(C)c1Br
[36] COC(=O)C(C)Oc1ccc2cc(-c3ccccc3)c(=O)oc2c1 (stereo not given)
[37] Cc1cc(=O)oc(C)c1C(=O)NCCc1ccc(F)cc1
[38] CN(C)Cc1csc(NC(=O)Nc2ccccc2Oc2ccccc2)n1
[39] CC1CCCN(S(=O)(=O)c2cc3c4c(c2)CC(=O)N4CCC3)C1 (stereo not given)
[40] CN(C)c1ccc(CNc2nc(-c3ccco3)nn2C(=O)c2cccc([N+](=O)[O-])c2)cc1

Compound	31	32	33	34	35	36	37	38	39	40
KB-V1 cytotox	0%	-1%	-2%	2%	?	0%	17%	?	-7%	27%
D3 ag	-5	6	-5	-5	0	3	5	0	-15	2
GLP1R cytotox	-3%	-12%	-2%	-4%	4%	7%	-14%	?	-1%	-5%
SW480 rereplic	?	-10%	.	-5%	.	-28%	3%	.	.	.
HT1080 IDH1KD tx	?	18%	11%	10%	-1%	8%	13%	?	.	.
KB-3-1 cytotox	-20%	13%	0%	2%	-16%	5%	10%	?	1%	6%
MCF10A rerep	?	?	.	9%	.	-14%	-5%	.	.	.
IL-1B inflam inh	-101*	-16	6	-2	54	-16	5	-104*	.	.
HT1080NT lethal	-23%	25%	29%	10%	3%	2%	23%	16µM*	.	.

[41] CC(=O)Nc1cccc(/C(C)=N/NC(=O)c2cccc(S(=O)(=O)N3CCOCC3)c2)c1
[42] Cc1cccn2c(=O)c3cc(C(=O)NC(C)C)c(=N)n(Cc4ccncc4)c3nc12
[43] CCCCCNC(=O)c1ccc2c(=O)n(CC3CCCO3)c(=S)[nH]c2c1 (stereo not given)
[44] COc1cccc(CN2C(=O)C(C)N(C(=O)c3ccccc3)c3ccccc32)c1 (stereo not given)
[45] O=C(O)Cc1ccc(O)c(O)c1
[46] Cc1ccc(N(CC(=O)NCc2ccc(Cl)cc2)S(=O)(=O)N(C)C)cc1
[47] CCOC(=O)c1[nH]c(C)c(CCC(=O)NCc2ccc(OC)cc2)c1C

Compound	41	42	43	44	45	46	47
KB-V1 cytotox	-9%	-9%	-28%	?	18%	-13%	-18%
D3 ag	-12	-2	-3	-3	4	1	-13
GLP1R cytotox	-3%[7.66 µM]	.	-1%	0%	-1%	0%	6%
SW480 rereplic	-5%	21µM*	-13%	?	-46%[inhibitor]	.	.
HT1080 IDH1KD tx	7%	1%	-4%	-2%	9%	.	.
KB-3-1 cytotox	1%	14%	-1%	-26%	0%	4%	-6%
MCF10A rerep	-5%	16µM*	2%	15%	10%	.	.
IL-1B inflam inh	13	-5	36	-4	24	.	.
HT1080NT lethal	24%	2%	2%	?	9%	.	.

Entries of single compounds as entered above. Screens in order: KB-V1 cytotox	D3 ag	GLP1R cytotox	SW480 rereplic	HT1080 IDH1KD tx	KB-3-1 cytotox	MCF10A rerep	IL-1B inflam inh	HT1080NT lethal
`O=C(O)Cc1ccc(O)c(O)c1` reads 18%	4	-1%	-46%[inhibitor]	9%	0%	10%	24	9%
`Cc1cccn2c(=O)c3cc(C(=O)NC(C)C)c(=N)n(Cc4ccncc4)c3nc12` reads -9%	-2	.	21µM*	1%	14%	16µM*	-5	2%
`Cc1ccc(N(CC(=O)NCc2ccc(Cl)cc2)S(=O)(=O)N(C)C)cc1` reads -13%	1	0%	.	.	4%	.	.	.
`COc1cccc(CN2C(=O)C(C)N(C(=O)c3ccccc3)c3ccccc32)c1` (stereo not given) reads ?	-3	0%	?	-2%	-26%	15%	-4	?

Bioassay records: PubChem BioAssay, National Center for Advancing Translational Sciences (NCATS)
